Compound activity from PubChem.
Glyco luc inh: N-linked glycosylation inhibition. D54 ERlucT glycosylation luciferase reporter, 24 h; percent of 100 nM tunicamycin response. reporter increase, % at 12.5 µM. actives 0.23% (n = 360,000). AID 588692;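 active means mean luciferase reporter signal, scaled so untreated is 0 and the glycosylation-blocking control 100, at or above a set limit in every replicate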;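 further: luciferase carries N-glycosylation sites so blocking glycosylation raises the light; 0% = median of neutral control wells and 100% = median of 100 nM tunicamycin wells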
TLR9-MyD88 inh: inhibitors of human TLR9-MyD88 binding; AID 504734; inhibition, % at 4.98 µM; CHO BLA complementation TLR9-MyD88, CCF4 FRET ratio; actives 0.21% (n = 340,000);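 active means inhibition above the mean over all tested compounds plus 3 SD, cut at about 21% in these data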;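 further: 0% = DMSO only wells and 100% = clavulanate BLA inhibitor control wells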
MC4R antagonist: human MC4R antagonism in cAMP assay | actives 0.48% (n = 360,000) | MC4R-expressing cells, MTII-stimulated cAMP, LANCE TR-FRET | inhibition, % at 6.5 µM | P32245 | AID 540295;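 active means inhibition above its plate's cutoff, the mean of tested wells on that plate plus 3 SD, cut at about 29% in these data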;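 further: 0% = Melanotan II alone and 100% = Melanotan II plus saturating MCL0020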
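system = U2OS cells with stable human MC4R expression | also added = Melanotan II challenge after compound preincubation | dosing = one concentration, 6.5 µM nominal | incubation = compound 30 min, challenge 1 h, detection 1 h | measured by = TR-FRET with Eu-cAMP and labeled anti-cAMP, 671 nm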
Exocytosis inh: blocks lytic granule exocytosis; TALL-104 LAMP-1 surface exposure, flow cytometry; cells stimulated with thapsigargin and PMA; inhibition, % at 10 µM; actives 0.66% (n = 360,000); AID 651702;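 active means inhibition above about 55%, limit read from the data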
ABCB6 inh 2: human ABCB6 transporter inhibition; AID 602162; fluorescence ratio to DMSO, % at 10 µM; actives 0.19% (n = 360,000); Q9NP58; K562-ABCB6 porphyrin accumulation, flow cytometry, 1 h; active compounds read low;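 active means fluorescence ratio to DMSO below 75%, the collection mean minus 3 SD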;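 further: signal is porphyrin accumulated inside mitochondria; 100% equals median channel fluorescence of DMSO control wells; lower ratio means ABCB6 inhibition with less porphyrin fluorescence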
aDG glyco act: alpha-DG glycosylation activation | Pro5-aDG cells, alpha-DG glycosylation AlphaScreen (IIH6); 0% Pro5, 100% B10-LARGE cell signal | activation, % at 10 µM | actives 0.22% (n = 360,000) | AID 624168;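 active means activation of at least 8% versus controls, or a plate z-score of at least 8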;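 further: Pro5 are CHO cells carrying HIG-tagged alpha-DG that lacks glycosylation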
Vif imaging: inhibitors of HIV Vif | HEK293T cells, Vif self-association by quenched fluorescence, imaging, 24 h | inhibition, % at 7.49 µM | actives 0.35% (n = 340,000); in the data active means inhibition above about 50%, passing the limit was not always enough; further: some results filed as inactive read as strong as hits
NOD2-RIPK2 inh: NOD2-RIPK2 protein interaction inhibition. O43353. CHO BLA complementation NOD2-RIPK2, CCF4 ratio. inhibition, % at 4.98 µM. actives 0.38% (n = 360,000). AID 624267; in the data active means inhibition above about 21%;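 further: 0% = vehicle only and 100% = reference blocker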
ABHD5 PLIN5 PPI: inhibitors of human ABHD5-perilipin-5 interaction. Split G. princeps luciferase complementation, luminescence, 4 h. actives 0.78% (n = 360,000). AID 602281. inhibition, % at 4 µM. Q00G26+Q8WTS1;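 active means inhibition above the mean inhibition across every tested compound plus 3 SD, cut at about 22% in these data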;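 further: 0% = DMSO only wells and the 100% control is not disclosed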
Target sequence (Q00G26 whole entry, looked up): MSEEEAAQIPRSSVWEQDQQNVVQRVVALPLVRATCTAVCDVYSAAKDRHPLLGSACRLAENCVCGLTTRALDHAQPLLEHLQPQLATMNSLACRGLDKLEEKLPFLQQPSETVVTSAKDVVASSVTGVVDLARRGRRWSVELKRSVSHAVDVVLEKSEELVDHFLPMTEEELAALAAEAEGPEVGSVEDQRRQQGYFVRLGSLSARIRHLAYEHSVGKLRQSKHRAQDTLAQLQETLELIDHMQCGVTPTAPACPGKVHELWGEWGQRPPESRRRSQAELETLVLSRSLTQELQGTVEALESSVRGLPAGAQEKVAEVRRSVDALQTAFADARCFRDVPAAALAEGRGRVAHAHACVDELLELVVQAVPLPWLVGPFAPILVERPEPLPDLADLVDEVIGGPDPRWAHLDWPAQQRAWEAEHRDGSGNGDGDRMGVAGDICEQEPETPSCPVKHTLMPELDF
Target sequence (Q8WTS1 whole entry, looked up): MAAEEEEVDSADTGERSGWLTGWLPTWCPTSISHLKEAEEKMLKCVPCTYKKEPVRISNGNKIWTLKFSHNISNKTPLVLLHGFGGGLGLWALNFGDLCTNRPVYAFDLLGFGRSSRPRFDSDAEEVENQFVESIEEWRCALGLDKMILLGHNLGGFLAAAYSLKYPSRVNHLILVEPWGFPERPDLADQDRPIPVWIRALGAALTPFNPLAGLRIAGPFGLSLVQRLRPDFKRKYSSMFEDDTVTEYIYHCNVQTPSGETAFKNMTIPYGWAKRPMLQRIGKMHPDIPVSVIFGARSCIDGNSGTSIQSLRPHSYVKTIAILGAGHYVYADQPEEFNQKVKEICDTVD
MC4R barr agon: agonists of human melanocortin 4 receptor (MC4R) beta-arrestin | P32245 | U2OS MC4R beta-arrestin complementation, luminescence; percent of melanotan II response, DMSO zero | activation, % at 8.9 µM | actives 0.98% (n = 360,000) | AID 540308;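 active means activation above a per-plate cutoff, the mean activation of sample wells on that plate plus 3 SD, cut at about 8% in these data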
Numbers without * were called inactive; . = no result given. Some of the compounds tested. The share of hits here may be higher or lower than overall.

Codes – A = Glyco luc inh; B = TLR9-MyD88 inh; C = MC4R antagonist; D = Exocytosis inh; E = ABCB6 inh 2; F = aDG glyco act; G = Vif imaging; H = NOD2-RIPK2 inh; I = ABHD5 PLIN5 PPI; J = MC4R barr agon
CCOC(=O)N1CCC(N2CC34C=CC(O3)C(C(=O)Nc3ccc(C)cc3)C4C2=O)CC1 (stereo unspecified)
  A: 2; B: -2; C: 8; D: 5; E: 98; F: 0.1; G: -2; H: -8; I: -1; J: -2.2

COc1ccc(N(C=O)C(C(=O)Nc2c(C)cccc2C)c2ccccc2)cc1 (stereo unspecified)
  A: -1; B: 11; C: 9; D: -2; E: 98; F: 0.0; G: 4; H: 4; I: -2; J: 0.0

CN(C)c1ccc(N=Nc2ccccc2Br)cc1
  A: -15; B: 11; C: 0; D: -20; E: 99; F: -0.4; G: 14; H: -2; I: 4; J: -1.8

CCc1ccc(CN(C)C(C)C(=O)Nc2ccc(S(=O)(=O)N3CCCC3)cc2)cc1 (stereo unspecified)
  A: -2; B: 3; C: 21; D: 11; E: 99; F: 0.3; G: -2; H: 9; I: 8; J: -2.3

Cc1ccc(Nc2nc(N)nc(CN3CCC(C)CC3)n2)c(C)c1
  A: -1; B: 6; C: 3; D: -3; E: 102; F: 0.0; G: 20; H: -5; I: 4; J: 0.8

COc1ccccc1C1=NOC(COc2ccc3c(C)cc(=O)oc3c2)C1 (stereo unspecified)
  A: 20; B: .; C: -13; D: 10; E: 96; F: -0.2; G: 7; H: 10; I: 5; J: -1.0

N#CC(CCc1ccc([N+](=O)[O-])cc1)(CCc1ccc([N+](=O)[O-])cc1)C(N)=O
  A: 1; B: 15; C: -1; D: -2; E: 95; F: 0.0; G: 12; H: 10; I: -5; J: -1.4

COc1ccc(-c2nnn(CC(=O)N(CCCO)C(C(=O)NC3CCCC3)c3ccncc3)n2)cc1 (stereo unspecified)
  A: -1; B: 21; C: 10; D: 0; E: 102; F: -0.3; G: -6; H: 4; I: -3; J: 0.9

CC(C)c1nc2sc3c(=O)[nH]cnc3c2c2c1CCC2
  A: 2; B: -19; C: 2; D: 4; E: 103; F: 0.2; G: -1; H: -4; I: 0; J: 3.3

Cn1c(-c2ccc(C(C)(C)C)cc2)n[nH]c1=S
  A: 1; B: -3; C: 6; D: 0; E: 95; F: 0.0; G: -7; H: 1; I: -4; J: -2.5

O=C(N/N=C/c1ccc(O)cc1)c1ccncc1
  A: 1; B: 3; C: 15; D: 1; E: 97; F: -0.1; G: 3; H: 8; I: 6; J: 0.8

CCOC(=O)[C@@H]1[C@H]2COc3ccccc3[C@H]2N2C(=O)N(c3ccccc3)C(=O)[C@]12C
  A: 1; B: -8; C: 19; D: -3; E: 101; F: -0.2; G: .; H: 0; I: -12; J: -0.9

Cn1c(SCC(=O)NC(=O)Cc2ccccc2)nnc1-c1ccc(F)cc1
  A: 3; B: -1; C: 7; D: -4; E: 98; F: 0.0; G: -2; H: -6; I: 0; J: -1.3

CCCOc1ccc(C(=O)N2CCCC2C(=O)O)cc1 (stereo unspecified)
  A: 0; B: 2; C: -1; D: -2; E: 97; F: -0.1; G: 1; H: -2; I: 8; J: -1.5

Clc1cc(Br)ccc1OCCOCCN1CCCC1
  A: 0; B: -23; C: -3; D: 16; E: 100; F: 0.0; G: -1; H: 1; I: 2; J: -0.8

S=c1[nH]nc(-c2cccc(Cl)c2)n1/N=C/c1ccc(-c2ccccc2Br)o1
  A: -5; B: -10; C: 19; D: -2; E: 99; F: -0.2; G: -3; H: 4; I: -5; J: -0.1

CCN1CCN(C(=O)C2CCN(c3nnc(-n4c(C)ccc4C)s3)CC2)CC1
  A: 5; B: 11; C: -2; D: 0; E: 95; F: 0.0; G: 13; H: 3; I: -1; J: -1.4

COc1ccc(Br)cc1CNC(=O)Cc1c(C(=O)O)[nH]c2ccc(Cl)cc12
  A: 1; B: .; C: -3; D: 0; E: 102; F: -0.1; G: 4; H: -9; I: 1; J: 0.9

C=C1CC(Cn2cc(Br)c(=O)[nH]c2=O)(c2ccc(-c3ccccc3)cc2)OC1=O (stereo unspecified)
  A: -22; B: 9; C: 6; D: 32; E: 92; F: -0.3; G: -24; H: 79*; I: 54*; J: -1.5

Cc1ccc(-n2nc(C)c3c(C)c(CCC(=O)NCCCOC(C)C)c(C)nc32)cc1
  A: -3; B: 10; C: 2; D: 14; E: 94; F: 0.1; G: -8; H: -6; I: -2; J: 0.7

CC(C)(C)c1ccc(/C=C/C(=O)NCCCn2ccnc2)cc1
  A: -1; B: -16; C: -1; D: 8; E: 105; F: 0.1; G: -10; H: 5; I: -1; J: 0.2

COC(=O)Oc1cncc(C(=O)O)c1
  A: 1; B: 4; C: 2; D: -4; E: 100; F: -0.4; G: 1; H: -6; I: -1; J: 3.1

O=C(COc1ccc(F)cc1)N(Cc1ccco1)C1CCS(=O)(=O)C1 (stereo unspecified)
  A: 2; B: -2; C: 0; D: -3; E: 104; F: 0.1; G: 4; H: 2; I: 3; J: -2.2

CN(c1ccccc1)S(=O)(=O)c1ccc2ccccc2c1
  A: 0; B: -8; C: 9; D: 65*; E: 103; F: 0.0; G: -3; H: 1; I: -5; J: -1.0

O=C1NC2(CCCCCC2)C(=O)N1Cc1cccc([N+](=O)[O-])c1
  A: 0; B: 7; C: 9; D: 1; E: 95; F: 0.1; G: 5; H: 2; I: 4; J: -2.1

c1ccc(CN2CCN(c3nc4ccccc4s3)CC2)cc1
  A: -6; B: -2; C: 12; D: -4; E: 98; F: 0.0; G: 0; H: 2; I: 1; J: 0.9

N#CCCN1CCN(Cn2c3ccccc3c3ccccc32)CC1
  A: 1; B: 6; C: -3; D: -2; E: 104; F: -0.2; G: -2; H: 0; I: -6; J: -0.3

CC(OC(=O)Cc1ccc(Cl)cc1)C(=O)NC1CCCCC1C (stereo unspecified)
  A: 2; B: -9; C: 7; D: 4; E: 101; F: 0.1; G: 12; H: 7; I: 4; J: -3.3

CCC1CCCCN1C(=O)Cn1c(=O)n(CCC(=O)NCc2ccco2)c(=O)c2sccc21 (stereo unspecified)
  A: 0; B: 0; C: 8; D: 6; E: 99; F: -0.1; G: 5; H: -7; I: 4; J: -3.5

Cc1ccc(OCCOCCN2CCCCC2)c([N+](=O)[O-])c1
  A: 1; B: 10; C: 8; D: 1; E: 95; F: 0.4; G: -7; H: 3; I: -4; J: -1.4

A few values from above:
`O=C1NC2(CCCCCC2)C(=O)N1Cc1cccc([N+](=O)[O-])c1` in Vif imaging is entered as 5
`N#CCCN1CCN(Cn2c3ccccc3c3ccccc32)CC1` in Vif imaging is entered as -2

In a second layout: entries from further up.
Under each structure – Glyco luc inh	TLR9-MyD88 inh	MC4R antagonist	Exocytosis inh	ABCB6 inh 2	aDG glyco act	Vif imaging	NOD2-RIPK2 inh	ABHD5 PLIN5 PPI	MC4R barr agon
N#CCCN1CCN(Cn2c3ccccc3c3ccccc32)CC1
→ 1	6	-3	-2	104	-0.2	-2	0	-6	-0.3
CC(OC(=O)Cc1ccc(Cl)cc1)C(=O)NC1CCCCC1C (stereo unspecified)
→ 2	-9	7	4	101	0.1	12	7	4	-3.3
CCC1CCCCN1C(=O)Cn1c(=O)n(CCC(=O)NCc2ccco2)c(=O)c2sccc21 (stereo unspecified)
→ 0	0	8	6	99	-0.1	5	-7	4	-3.5

The list goes on:
Codes – A = Glyco luc inh; B = TLR9-MyD88 inh; C = MC4R antagonist; D = Exocytosis inh; E = ABCB6 inh 2; F = aDG glyco act; G = Vif imaging; H = NOD2-RIPK2 inh; I = ABHD5 PLIN5 PPI; J = MC4R barr agon
CN1CCN(c2ccc(Nc3ccnc4cc(Cl)ccc34)cc2)CC1
  A: 6; B: -3; C: 15; D: 67*; E: 101; F: 0.5; G: 3; H: -8; I: -8; J: 0.8

COc1ccc(NC(=S)N/C(=N/S(=O)(=O)c2ccc(C)cc2)c2ccccc2)cc1
  A: -1; B: -2; C: 27; D: -3; E: 98; F: -0.2; G: 4; H: -5; I: -3; J: -2.3

CCOc1ccc(NC(=O)CSc2ccc(-c3ccccn3)nn2)cc1
  A: -1; B: 5; C: -4; D: -2; E: 89; F: 0.9; G: 2; H: 2; I: -5; J: 0.2

COc1ccc(S(=O)(=O)N/N=C\c2ccc(OC)c(COc3ccc(C)cc3[N+](=O)[O-])c2)cc1
  A: -2; B: 6; C: 1; D: 3; E: 101; F: 0.1; G: .; H: -5; I: 3; J: 13*

COc1ccc(/C=N/NC(=O)c2cc[n+]([O-])cc2)cc1OC
  A: 0; B: -5; C: 2; D: -10; E: 106; F: 0.0; G: -4; H: -6; I: 0; J: 1.0

O=C(CSc1ncc(C(F)(F)F)cc1Cl)N1CCNC1=O
  A: 2; B: 1; C: 11; D: -3; E: 97; F: 0.3; G: -3; H: -8; I: -4; J: -1.6

CCCc1nc2ccc(Br)cn2c1Cc1ccccc1OC
  A: -2; B: .; C: .; D: 30; E: 95; F: 0.0; G: .; H: -10; I: -1; J: .

O=C(/C=C/c1ccccc1Cl)OCC(=O)N1CCc2ccccc21
  A: 2; B: -2; C: 1; D: 15; E: 96; F: 0.0; G: -2; H: 4; I: 0; J: 0.6

Nc1ncnc2c1nc(Br)n2[C@@H]1O[C@@H]2COP(=O)(O)O[C@H]2[C@H]1O
  A: 7; B: -2; C: -69; D: 3; E: 98; F: 0.1; G: -2; H: -13; I: 1; J: -0.9

Nc1ccc2nc3c(=O)[nH]c(=S)[nH]c3nc2c1
  A: 2; B: 9; C: -47; D: -1; E: 108; F: 0.1; G: -9; H: 7; I: 35*; J: -0.9

COc1ccc(-c2cc3ccccc3oc2=O)cc1NC(=O)c1ccc(Br)o1
  A: -4; B: -11; C: 3; D: 0; E: 99; F: -0.1; G: 6; H: -1; I: -1; J: 13*

CCOc1ccccc1NC(=S)N1CCN(c2nc(-c3cccc(OC)c3)cs2)CC1
  A: -5; B: -7; C: 4; D: -1; E: 103; F: 1.1; G: -11; H: 5; I: 6; J: -1.2

C[C@@H]1CCCCO[C@H](CN(C)Cc2ccc(C(F)(F)F)cc2)[C@H](C)CN([C@@H](C)CO)C(=O)c2cc(NC(=O)Cc3ccccc3)ccc2O1
  A: -6; B: 1; C: 9; D: 11; E: 95; F: 4.5; G: 1; H: 5; I: 11; J: 1.3

COC(=O)[C@@]12CCCCN1[C@H](c1ccc(-c3ccccc3)cc1)[C@@H]1C(=O)N(C)C(=O)[C@@H]12
  A: -1; B: -3; C: -2; D: 2; E: 87; F: 0.1; G: -1; H: -12; I: 0; J: 0.8

Cc1[nH]c2ccccc2c1Cc1nnc(SCCC#N)o1
  A: 0; B: 5; C: 1; D: -3; E: 86; F: 0.1; G: 4; H: 4; I: 0; J: -2.5

CCOc1cc(C(=O)OCC(=O)NC(C)c2ccccc2)ccc1OCC(=O)N1CCOCC1 (stereo unspecified)
  A: 0; B: -18; C: -3; D: 0; E: 98; F: -0.3; G: -27; H: -9; I: -4; J: -0.2

Cc1cc(C)cc(CC(=O)N2CCC2(C)C(=O)NS(=O)(=O)c2ccc(C(C)(C)C)cc2)c1 (stereo unspecified)
  A: 0; B: .; C: 6; D: 2; E: 94; F: 0.0; G: -2; H: 3; I: -1; J: 1.9

CC(C)N(Cc1nc(-c2ccccc2)no1)C(=O)CN1C(=O)c2ccccc2C1=O
  A: 2; B: 2; C: 4; D: 1; E: 96; F: -0.3; G: 7; H: -2; I: 1; J: -2.9
